# RAD52 anneal inh = inhibitors of human RAD52 DNA annealing | recombinant RAD52 DNA annealing, FRET fluorescence | inhibition, % at 18.7 µM | 360,000 compounds, 0.46% hits;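 active means every replicate showing at least 50% inhibition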
# Target sequence (P43351 whole entry, looked up): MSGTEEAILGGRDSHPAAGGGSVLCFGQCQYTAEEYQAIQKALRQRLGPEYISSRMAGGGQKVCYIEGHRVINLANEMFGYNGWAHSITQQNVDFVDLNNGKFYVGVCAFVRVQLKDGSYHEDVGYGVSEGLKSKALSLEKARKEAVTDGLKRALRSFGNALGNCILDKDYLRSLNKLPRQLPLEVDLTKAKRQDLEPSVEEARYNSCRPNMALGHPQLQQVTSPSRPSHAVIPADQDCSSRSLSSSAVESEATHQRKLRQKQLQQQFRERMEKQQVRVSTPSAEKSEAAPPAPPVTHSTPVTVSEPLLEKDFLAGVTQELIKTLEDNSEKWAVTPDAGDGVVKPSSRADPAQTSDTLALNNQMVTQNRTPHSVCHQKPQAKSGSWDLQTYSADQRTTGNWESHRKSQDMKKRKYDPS
# Casp6 inh = inhibitors of human caspase-6. inhibition, % at 12.5 µM. 350,000 compounds, 0.53% hits. AID 686996. P55212. purified caspase-6, Z-VEID-R110 cleavage fluorescence;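 active means mean inhibition across replicates at least about 35%, with every replicate also reaching that limit, limit read from the data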;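 further: 0% = median of neutral control wells and 100% = no fluorescence left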
# PglD inh = inhibitors of Campylobacter jejuni PglD acetyltransferase; AID 602405; purified PglD enzyme, DTNB colorimetric CoA detection; 360,000 compounds, 0.098% hits; inhibition, % at 12.5 µM; in the data active means inhibition above about 16%, passing the limit was not always enough; further: strong numbers were not always called active
# ARNT-TACC3 inh = disrupts binding between human ARNT and TACC3 | Q9Y6A5 | AlphaScreen His-ARNT PAS-B/GST-TACC3 binding, luminescence; TACC3 fragment carries E629A point mutation | inhibition, % at 9.99 µM | 390,000 compounds, 0.66% hits;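 active means mean inhibition of replicates at least 50% and at least half of replicates each reaching 50%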;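 further: 0% = complete ARNT plus TACC3 wells and 100% = ARNT alone without TACC3; many hits fall short of the cut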
# E-sel inducer = induces E-selectin expression in human endothelial cells; activation, % at 7.58 µM; 260,000 compounds, 0.37% hits; P16581; HUVEC E-selectin immunofluorescence imaging; normalized: neutral wells 0, TNF-alpha wells 100;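 active means mean E-selectin-positive cell signal at least 10% of the positive control, reached in at least 60% of replicates, without over 20% cell loss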;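 further: in these data hits start at about 27%; measured in HUVEC primary endothelial cells; signal is the percent of cells scored E-selectin positive by PE staining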
# Target sequence (P16581 whole entry, looked up): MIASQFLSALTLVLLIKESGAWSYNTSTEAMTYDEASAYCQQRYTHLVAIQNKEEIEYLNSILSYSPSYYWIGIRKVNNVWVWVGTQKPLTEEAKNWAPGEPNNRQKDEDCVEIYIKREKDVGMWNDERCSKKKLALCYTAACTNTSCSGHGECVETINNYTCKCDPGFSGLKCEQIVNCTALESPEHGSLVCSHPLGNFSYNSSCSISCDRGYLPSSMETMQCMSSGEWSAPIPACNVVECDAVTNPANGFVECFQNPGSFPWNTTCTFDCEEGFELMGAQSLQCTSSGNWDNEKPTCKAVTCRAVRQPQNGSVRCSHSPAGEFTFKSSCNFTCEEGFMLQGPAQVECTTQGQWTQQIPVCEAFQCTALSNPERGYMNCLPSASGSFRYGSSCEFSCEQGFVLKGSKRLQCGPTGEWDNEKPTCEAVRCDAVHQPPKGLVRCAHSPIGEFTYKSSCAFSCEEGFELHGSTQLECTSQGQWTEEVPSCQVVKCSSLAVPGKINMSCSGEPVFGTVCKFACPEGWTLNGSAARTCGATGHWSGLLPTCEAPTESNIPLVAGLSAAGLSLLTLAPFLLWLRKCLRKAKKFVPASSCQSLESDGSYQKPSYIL
#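 Read-out: % PE-positive cells | Test system: HUVEC | Doses: One compound dose added by pin transfer | Buffer or medium: EGM-2 over gelatin coat | Signal: Immunofluorescence imaging | Benchmarks: TNF-alpha, DMSO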
# esBAF inh = blocks esBAF chromatin remodeling in mouse ES cells. Bmi1-luciferase knock-in reporter, 24 h; 100% = twice the neutral-well signal. reporter increase, % at 12.5 µM. 350,000 compounds, 2% hits; in the data active means activation above about 40%;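 further: 0% = median of the plate's neutral control wells and 100% = double that signal; a rise in the Bmi1 reporter signal indicates esBAF inhibition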
# RAD54 inh = blocks human RAD54 Holliday junction branch migration; Q92698; FAM/BHQ fluorescence; inhibition, % at 10.4 µM; 360,000 compounds, 0.14% hits; AID 602329;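 active means mean normalized replicate activity at least 40 and at least half of replicates scoring 40 or more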;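 further: 0% = median of neutral control wells and 100% = median of positive control wells; inhibitors cause a drop in the FAM fluorescence signal; in these data hits start at about 50%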
# ERp5 block = inhibitors of human ERp5; inhibition, % at 9.99 µM; Q15084; ERp5 insulin aggregation, absorbance 650 nm, 90 min; 350,000 compounds, 0.05% hits;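 active means mean replicate inhibition above about 25%, with every replicate also reaching it, limit read from the data, passing the limit was not always enough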
# * hit, by the source's call; nt = no result given. No enrichment for hits. About 3.2% of those tested had a hit in this group.
smiles	RAD52 anneal inh	Casp6 inh	PglD inh	ARNT-TACC3 inh	E-sel inducer	esBAF inh	RAD54 inh	ERp5 block
CCCCn1c(N)c(N(CC)C(=O)c2c(C)noc2C)c(=O)[nH]c1=O	-2	-4	3	-1	0.6	-7	-4	-1
CCCNC(=O)C[C@H]1C[C@H]2c3cc(NC(=O)CN(C)C)ccc3O[C@H]2[C@H](CO)O1	nt	nt	0	-6	-0.4	6	-1	nt
CC1=C(C(N)=O)C(c2ccncc2)n2nc(-c3ccccc3Cl)nc2N1 (stereo not given)	-12	0	3	5	0.2	-3	-2	12
CCCCc1c(-c2ccccc2OC)ncn1Cc1ccccc1	0	3	nt	nt	-0.2	nt	nt	0
O=C(Nc1cccc(S(=O)(=O)NC2=NCCC2)c1)c1ccc(F)cc1F	-11	1	-6	nt	nt	-5	4	-5
C[C@@H]1CN([C@@H](C)CO)C(=O)c2cc(NC(=O)Nc3ccc(F)cc3)ccc2O[C@H]1CN(C)Cc1ccc(-c2ccccc2)cc1	25	-1	2	9	-3.1	2	24	4
C=CCn1c(SCC(=O)NCc2ccco2)nnc1-c1ccc2ccccc2n1	-98	-2	-1	-1	nt	0	-3	-2
O=[N+]([O-])c1ccc2cn(-c3ccccc3)nc2c1	-3	-1	-4	36	0.1	61*	-2	2
COC(=O)CCC[C@H](C)[C@@H](NS(=O)(=O)c1ccc(C)cc1)C(C)(C)C	-11	-1	nt	nt	-0.2	nt	nt	11
COc1ccc(Cn2nnnc2C(c2ccncc2)N2CCOCC2)cc1 (stereo not given)	nt	nt	-4	2	nt	-2	1	nt
O=C(Nc1cccc(F)c1)N1CC(=O)N2[C@H](CO)[C@@H](c3ccc(-c4ccccc4F)cc3)[C@H]2C1	-15	1	nt	nt	0.3	nt	nt	3
COc1ccc(-c2cc(C(F)(F)F)n3nc(C(=O)NCc4ccco4)c(Cl)c3n2)cc1	nt	nt	-2	-4	-0.4	-6	-8	nt
COc1ccc(-c2noc(CSc3nnc(Cc4ccccc4)n3-c3cccc(C)c3)n2)cc1OC	1	3	1	-7	nt	7	2	3
Cc1ccccc1Nc1nc(N)nc(CN2C(=O)NC3(CCCCC3C)C2=O)n1 (stereo not given)	nt	nt	-4	-1	nt	11	6	nt
COc1ccc(Cl)cc1CNCCCSc1ncccn1	5	-39	2	5	0.3	-1	-8	-10
C[C@H](NC(=O)[C@H]1N[C@H]2c3ccc(-c4cccnc4)c(=O)n3C[C@H]2[C@@H]1CO)c1ccccc1	-12	0	3	2	0.2	-2	0	-5
Nc1ccc(S(=O)(=O)NC(=O)c2ccccc2)cc1	nt	nt	0	-5	nt	3	2	nt
Cc1ccc(F)c(NC(=S)Nc2cccc3ccccc23)c1	-18	-2	1	1	0.1	8	9	-3
CNC[C@@H]1Oc2ncc(Br)cc2C(=O)N([C@@H](C)CO)C[C@@H]1C	7	-3	-2	-4	0.0	-3	6	-5
COC(=O)[C@]12C[C@H](CC(=O)N3CCCCC3)C(=O)N(Cc3ccc4c(c3)OCO4)C1=C[C@H](C(C)(C)C)O[C@@H]2C	-4	-1	nt	nt	-0.2	nt	nt	4

# Overlap with the part before: 3 entries, then new ones.
smiles	RAD52 anneal inh	Casp6 inh	PglD inh	ARNT-TACC3 inh	E-sel inducer	esBAF inh	RAD54 inh	ERp5 block
Cc1ccc(F)c(NC(=S)Nc2cccc3ccccc23)c1	-18	-2	1	1	0.1	8	9	-3
CNC[C@@H]1Oc2ncc(Br)cc2C(=O)N([C@@H](C)CO)C[C@@H]1C	7	-3	-2	-4	0.0	-3	6	-5
COC(=O)[C@]12C[C@H](CC(=O)N3CCCCC3)C(=O)N(Cc3ccc4c(c3)OCO4)C1=C[C@H](C(C)(C)C)O[C@@H]2C	-4	-1	nt	nt	-0.2	nt	nt	4
CCS(=O)(=O)N[C@@H]1CC[C@@H](CC(=O)NCc2ccccn2)O[C@@H]1CO	-29	5	5	6	0.2	0	-13	5
CN(CC(=O)Nc1ccc(N2CCOCC2)cc1)C(=O)CC(c1ccccc1)c1ccccc1	-24	3	-5	9	nt	-3	-1	-2
Cc1cccc(C)c1NC(=O)COC(=O)C1C2CC3OC(=O)C1C3C2 (stereo not given)	0	-2	0	-7	-0.1	4	-5	1
C=CC[C@@H](CC(=O)NCCO)C(=O)N[C@@H](C)COC(=O)[C@@H](CC=C)Cc1ccc(F)cc1	-2	-2	4	-10	4.6	-4	-8	3
O=C(NCC[C@@H]1CC[C@H](NC(=O)c2cccnc2)[C@@H](CO)O1)Nc1ccc(F)cc1	3	-1	2	-1	1.3	18	-5	3
CCC(CO)Oc1cc(NCc2cccc(Cl)c2)c2ncn(C(C)C)c2c1 (stereo not given)	2	22	-2	nt	nt	-9	9	0
Cc1ccc(S(=O)(=O)N2CCCCC2)cc1NC(=O)COC(=O)Cc1c(F)cccc1Cl	nt	nt	0	-5	-0.2	nt	-2	nt
C[C@@H]1CN([C@@H](C)CO)C(=O)c2cc(NC(=O)Nc3ccccc3)ccc2O[C@@H](C)CCCCO[C@H]1CN(C)C(=O)CCCN(C)C	37	-3	2	2	0.2	-3	12	-3
Cc1sc2nc(-c3ccc(Br)cc3)oc(=O)c2c1C	nt	nt	-1	-3	nt	55*	-2	nt
COC(=O)[C@@]12C[C@@H](CC(=O)NCc3ccc(OC)c(OC)c3)C(=O)N(CCc3ccc(OC)c(OC)c3)C1=CCC(C)(C)C2	16	-3	nt	nt	0.5	nt	nt	-1
Cc1nn(C)c(Oc2cccc(C(F)(F)F)c2)c1C=O	5	-2	nt	-3	nt	nt	nt	2
O=C(O)CN1C(=O)c2ccc(Oc3cccc4c3C(=O)N(CC(=O)O)C4=O)cc2C1=O	nt	nt	-2	-28	nt	-3	0	nt
CS(=O)(=O)N1CCC(C(=O)Nc2ccccc2Br)CC1	-17	2	-1	-4	nt	-1	-10	1
CC(C)NC(=O)N(C)C[C@@H]1Oc2cc(C#Cc3ccc(F)cc3)ccc2S(=O)(=O)N([C@@H](C)CO)C[C@H]1C	25	-2	-3	3	0.4	2	-18	5
NC(=O)C1CCN(C(=O)c2cc3ccccn3n2)CC1	-4	0	-6	-4	nt	-4	13	-4
NNC(=O)c1cc(S(=O)(=O)N2CCOCC2)c[nH]1	-9	-2	-1	nt	-0.9	-1	-1	1
O=C(C(Cc1ccccc1)N1C(=O)c2ccccc2C1=O)N1c2ccccc2CCc2ccccc21 (stereo not given)	-13	-3	nt	5	-0.1	nt	nt	-7
CC(=O)/C(=N\Nc1cccc(Cl)c1)Sc1nnc(-c2ccccc2)n1-c1ccccc1	-1	-4	nt	-6	nt	nt	nt	-4
COc1ccc(-c2ccc(S(=O)(=O)N3CCCC3)cc2)cc1	-11	0	-2	-4	-0.1	21	1	6
C[C@H](NC(=O)C[C@@H]1CC[C@@H]2[C@H](COC[C@@H](O)CN2C(=O)Nc2cc(Cl)cc(Cl)c2)O1)c1ccccc1	14	0	-1	4	0.4	-4	-2	-16
Cc1noc(NS(=O)(=O)c2ccc(NC(=O)CC(C)C)cc2)c1C	-9	-1	nt	-4	nt	4	-13	1
Cn1c(=O)cc(Nc2ccccc2)c2c(=O)n(-c3ccccc3)c(=O)n(-c3ccccc3)c21	5	4	-2	-1	0.9	nt	-3	-1
COc1ccc2[nH]c(C)c(C(=O)CN3CCN(C(=O)c4ccco4)CC3)c2c1	nt	nt	-2	3	nt	-2	-6	nt
CCOC(=O)COc1cccc2c(=O)n(CC(=O)NCc3ccccc3)ccc12	-12	3	-3	-1	0.3	-13	-6	-2
COc1cccc(CN2CCN(c3ncccn3)CC2)c1	nt	nt	4	-6	nt	-6	10	nt
COc1ccccc1-c1coc2c(CN3CCCCC3C)c(O)ccc2c1=O (stereo not given)	-6	-2	-5	3	nt	2	7	-6
O=C1CSC(c2cn(-c3ccccc3)nc2-c2cc3ccccc3oc2=O)N1Cc1cccnc1 (stereo not given)	-8	1	-4	0	nt	1	-7	4
Cc1ccc(N2C(=O)CSC2c2c(F)cccc2Cl)cc1 (stereo not given)	nt	nt	-4	-15	nt	9	-15	nt
CCCNC(=O)c1ccc(C2SCC(=O)N2Cc2ccccc2)cc1 (stereo not given)	-1	3	nt	-10	nt	nt	nt	-8
COc1ccc(NC(=O)c2cc3ccccc3cc2OC)cc1OC	-4	nt	nt	3	0.6	nt	nt	2
COc1ccc(-c2cn(CC[C@@H]3CC[C@H](NC(=O)Cc4ccccn4)[C@H](CO)O3)nn2)cc1	-17	1	-1	0	0.1	2	0	0
Oc1ccc(C[C@H]2CNCCN2CCc2cccc3ccccc23)cc1	-11	-2	-4	-2	0.1	-3	8	6
CO[C@H]1CC[C@@H]2CCN(C)C(=O)[C@H](C)CN(C)C(=O)c3cc(C#N)ccc3OC[C@H]1O2	1	-1	-3	-6	0.1	-5	9	-4
CN1C(=O)c2ccc(C(=O)Nc3ccc(Br)cn3)cc2C1=O	-20	-8	2	-16	-0.1	35	1	4
C[C@@H]1CN([C@@H](C)CO)C(=O)c2cccc(NS(=O)(=O)c3cn(C)cn3)c2O[C@H]1CN(C)Cc1ccc(Cl)c(Cl)c1	-1	0	2	5	-9.7	-1	-8	0
CS(=O)(=O)c1ccccc1-c1nnc(NC(=O)COc2ccc(Cl)cc2)o1	12	0	5	24	0.0	2	-11	-6
COc1ccc(C(=O)Cc2cc(OC)c(OC)cc2C(=O)c2ccccc2F)cc1OC	-6	1	nt	8	-2.2	nt	nt	-5
CN(C)C(=O)C[C@H]1CC[C@@H](NC(=O)c2ccc(F)cc2)[C@@H](CO)O1	4	1	-1	-3	-0.1	3	2	1
Cc1cccc(N2CCN(C3C(=O)Nc4ccccc4-n4nnnc43)CC2)c1C (stereo not given)	2	0	nt	nt	0.6	nt	nt	-5
COCCN(CC1CCCN(C2Cc3ccccc3C2)C1)C(=O)c1ccc(C(C)=O)cc1 (stereo not given)	-16	-14	-5	-3	nt	-8	8	4
CCCCC(=O)N(C)c1c(C)nc2ccc(C(=O)N3CCN(C(C)=O)CC3)cn12	-2	0	2	nt	0.8	-8	-3	-1
Cc1ccc(S(=O)(=O)Nc2ccc3c(c2)C(=O)NC3=O)cc1[N+](=O)[O-]	-12	2	-1	-7	0.1	nt	-5	-1
CCN(CC)CCCNC(=S)N(CCO)Cc1cc2cc3c(cc2[nH]c1=O)OCCO3	-11	-11	-3	7	nt	-5	1	-2
C[C@@H]1CCCCO[C@@H](CN(C)C(=O)c2ccncc2)[C@@H](C)CN([C@@H](C)CO)C(=O)c2cc(NS(=O)(=O)c3cccs3)ccc2O1	0	1	0	-6	-0.2	7	-11	-2
CCCC#Cc1ccc([C@H]2[C@H]3CN(C(=O)c4ccccn4)CC(=O)N3[C@H]2CO)cc1	-8	-1	nt	nt	0.3	nt	nt	-8
Cc1cccc(C(=O)Nc2ccn(C)n2)c1	-4	-1	2	-2	-0.1	29	-3	-4
CO[C@@H]1CN(C)C(=O)c2ccc(NS(=O)(=O)c3cn(C)cn3)cc2OC[C@@H](C)N(CC2CC2)C[C@@H]1C	7	-5	4	-10	0.0	-4	-2	-4
COc1ccc(Cl)cc1NC(=O)CN1CCN(S(=O)(=O)c2ccc(F)cc2)CC1	0	3	5	-3	nt	6	0	-10
Cc1nc(SC(C)C(=O)NC2CCCCC2C)c2c(C)c(C)sc2n1 (stereo not given)	-6	3	3	16	0.0	-5	-10	1
Cc1cc(C)c(C)c(OCCN2CC(C)OC(C)C2)c1 (stereo not given)	-6	0	6	-26	0.0	-10	4	2
O=C(NCc1ccc(Cl)cc1)c1ccc(-n2cccn2)nc1	-8	-4	nt	-25	nt	nt	nt	-3
CCC(C)(C)C(=O)O	-4	-2	-4	nt	nt	2	-13	-2

# Compound activity: PubChem, Broad Institute
